Screening data as filed in PubChem.
TNF necrop inh = TNF-alpha cell death inhibition in Jurkat FADD-/- cells | Jurkat FADD-/- TNF necroptosis rescue, ATP luminescence, 24 h; 0 = TNF only, 100 = no-TNF cells | 220,000 compounds, 0.068% hits | activation (protection from cell death), % at 10 µM | AID 463075;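 active = activation, meaning protection from cell death, of at least 50% relative to plate controls; inactive = activation below 50%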;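 note: necroptosis triggered by 40 ng/mL TNF-alpha added together with compound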
TRPML3 agonist = human mucolipin-3 channel agonism | Q8TDD5 | AID 1448 | HEK293 TRPML3-YFP, Fluo-8 calcium fluorescence; 100% = the carbachol control signal | 220,000 compounds, 0.29% hits | activation, % at 3 µM;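 active = activation above its plate's cutoff, the mean activation of the plate's test wells plus 3 SD, cut at about 12% in these data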;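 note: 0% = DMSO only wells and 100% = carbachol wells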
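Material: HEK293 cells stably carrying human TRPML3-YFP; compound dosing: single dose, 3 µM final nominal compound, 0.3% DMSO final; incubation: 1-h 37 °C dye load, 5-s basal, 120-s post-compound reads; technique: Fluo-8 intracellular calcium fluorescence, excitation 470-495 nm, emission 515-575 nm; read-out basis: percent activation from peak-to-basal fluorescence ratio, scaled between DMSO and carbachol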
zfTRPN1 agonist = agonists of zebrafish TRPN1 channel; HEK293 zebrafish TRPN1-YFP, Fluo-8 calcium fluorescence; 100% = response to 87 µM carbachol; AID 1424; activation, % at 3 µM; 220,000 compounds, 0.18% hits;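 active = activation above its plate's cutoff, the mean activation of test wells on that plate plus 3 SD, cut at about 19% in these data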;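 note: 0% = DMSO alone and 100% = 87 µM carbachol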
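Material: zebrafish TRPN1-YFP in HEK293 cells. Doses: one dose of 3 µM, 0.3% DMSO. Incubation: dye 1 h 37 °C plus 30 min RT. Measured by: intracellular calcium fluorescence with Fluo-8.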
p47phox inh = p47phox (human) inhibition. P14598. p47phox/p22phox peptide binding, fluorescence polarization, 2 h. inhibition, % at 24.7 µM. 220,000 compounds, 0.53% hits;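 active = inhibition above about 30%, limit read from the data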;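 note: 0% = p47phox with labelled peptide and 100% = labelled peptide alone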
EBV gp42 block = blocks Epstein-Barr virus glycoprotein 42 binding | Fluorescence polarization binding assay, mP read-out | AID 1085 | 220,000 compounds, 0.42% hits | inhibition, % (tested at 21.74 µM) | Q1HVG2; in the data active = inhibition above about 50%
Target sequence (Q1HVG2 whole entry, looked up): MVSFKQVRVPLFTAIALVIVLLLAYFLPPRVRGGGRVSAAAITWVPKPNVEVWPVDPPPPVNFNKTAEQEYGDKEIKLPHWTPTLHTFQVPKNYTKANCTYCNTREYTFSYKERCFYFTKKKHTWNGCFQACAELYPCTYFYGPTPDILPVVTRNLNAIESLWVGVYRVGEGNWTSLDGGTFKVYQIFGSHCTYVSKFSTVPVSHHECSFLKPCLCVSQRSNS
Runt-SMMHC FRET = inhibitors of human RUNX1 Runt domain binding to CBFb-SMMHC; Q01196+Q13951; Cerulean-Runt/Venus-CBFb-SMMHC FRET ratio 530/480, 1 h; inhibition, % at 20 µM; 220,000 compounds, 0.74% hits; AID 1434;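 active = mean inhibition across duplicate retests at 20 µM reaching about 50%, limit read from the data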;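 note: 0% = DMSO wells and 100% = wells with excess untagged CBFb-SMMHC; inhibitors lower the FRET ratio by blocking Runt binding to CBFb-SMMHC; some results filed as inactive read as strong as hits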
Target sequence (Q01196 whole entry, looked up, the tested form may be a part): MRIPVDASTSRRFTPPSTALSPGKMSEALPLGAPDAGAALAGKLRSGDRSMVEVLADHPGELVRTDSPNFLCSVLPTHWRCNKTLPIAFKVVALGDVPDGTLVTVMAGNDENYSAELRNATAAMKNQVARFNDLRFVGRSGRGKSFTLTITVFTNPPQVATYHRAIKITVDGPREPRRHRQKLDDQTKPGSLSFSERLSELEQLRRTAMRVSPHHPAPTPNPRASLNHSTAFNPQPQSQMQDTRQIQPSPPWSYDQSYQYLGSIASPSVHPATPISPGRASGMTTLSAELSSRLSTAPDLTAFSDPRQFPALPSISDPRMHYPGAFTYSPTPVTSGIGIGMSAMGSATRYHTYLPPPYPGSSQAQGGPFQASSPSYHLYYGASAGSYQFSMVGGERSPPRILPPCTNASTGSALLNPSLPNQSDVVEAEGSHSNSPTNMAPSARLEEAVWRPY
Target sequence (Q13951 whole entry, looked up, the tested form may be a part): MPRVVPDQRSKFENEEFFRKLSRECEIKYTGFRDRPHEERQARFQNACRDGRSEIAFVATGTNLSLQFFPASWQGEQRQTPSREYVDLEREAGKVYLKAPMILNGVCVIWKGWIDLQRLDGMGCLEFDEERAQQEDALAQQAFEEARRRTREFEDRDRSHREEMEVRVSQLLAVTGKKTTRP
PPC-1+TRAIL kill = compounds killing PPC-1 cancer cells with TRAIL present (potentiator screen, no TRAIL-free arm); AID 1443; PPC-1 cells + TRAIL, ATPLite viability luminescence; cell killing (% activity), % at 4 µM; 220,000 compounds, 0.41% hits;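 active = cell killing above 50% in the first pass at 4 µM, then a duplicate retest at 5 µM averaging 50% or more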;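 note: plate controls were cells with TRAIL plus DMSO for no effect and medium-only wells lacking cells for full effect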
MDM2 E3 inh = blocks human Mdm2 ubiquitin ligase activity; Q00987; cell-based MDM2 ubiquitination luciferase reporter, 2 h; 0 = plate control, 100 = twice control, blank-subtracted; signal enhancement, % at 5 µM; 210,000 compounds, 0.11% hits;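 active = signal enhancement of 30% or more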;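 note: luminescence tracks abundance of the self-degrading MDM2-luciferase fusion protein; higher signal means inhibition of MDM2 E3 ligase activity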
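Test system: mammalian cells stably expressing self-ubiquitinating, self-degrading MDM2 E3–luciferase fusion; Amount: 2000 cells in each well; Medium: DMEM; Schedule: 4 h settle plus 2 h compound, 37 °C; Technique: SteadyLite luciferase luminescence after 15 min room-temperature reagent incubation; Benchmarks: plate control and blank wells.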
CHOP inh = CHOP inhibition in unfolded protein response; inhibition, % at 10 µM; 220,000 compounds, 3.8% hits; CHO-K1 CHOP-promoter luciferase, tunicamycin-induced, 15-18 h; AID 2732;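 active = compounds that reduced the stress-induced luciferase reporter signal by more than about 70% of percent inhibition, limit read from the data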;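 note: 0% = tunicamycin plus vehicle and 100% = wells without tunicamycin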
Starred values were filed as active, the others as inactive; x = no result given.

SMILES	TNF necrop inh	TRPML3 agonist	zfTRPN1 agonist	p47phox inh	EBV gp42 block	Runt-SMMHC FRET	PPC-1+TRAIL kill	MDM2 E3 inh	CHOP inh
Cn1nc(-c2ccc(Cl)cc2)c2cc(C(=O)N3CCN(c4ccccn4)CC3)sc21	-2.3	0.3	1.8	-21	-6	-16	-4	-16	90*
CCC(CCC(=O)Nc1nncs1)C(=O)O (centres undefined)	-3.0	0.5	0.3	7	-2	-2	-11	-8	-1
CCN(CC)C(=O)c1ccc2c(c1)N(Cc1ccccc1)C(=O)CS2=O (centres undefined)	3.0	0.1	0.4	-17	-21	1	10	0	1
O=C1CSC(c2ccccc2[N+](=O)[O-])N1c1ccccc1 (centres undefined)	0.0	-0.5	-1.3	-3	-8	-3	12	-10	-13
Cc1ccc(S(=O)(=O)c2c(C(=O)c3ccccc3)cnc3cc4c(cc23)OCCO4)cc1	-1.0	0.2	0.4	-15	-17	-17	0	0	4
CCCCCn1c(=S)[nH]c2cc(C(=O)N3CCCC3)ccc2c1=O	-0.7	0.5	1.0	-7	-23	3	7	4	-6
CCOC(=O)Cc1csc(NC(=S)NC(=O)c2ccccc2)n1	0.7	-0.1	0.6	-44	7	0	-3	x	14
C/C(=N/Oc1nc(C)cc(C)n1)c1ccc(Cl)cc1Cl	-6.3	-0.5	-0.5	-6	9	-1	16	-6	15
COc1ccc(/C=C/C(=O)c2cc3c(cc2N)OCO3)cc1	-6.3	-1.4	-2.1	-9	-3	11	28	-7	7
CCCc1nc(SCc2ccccn2)c2c(=O)n(C)c(=O)n(C)c2n1	-3.1	0.0	0.0	7	-10	0	-5	-7	70*
O=C(NCCc1ccccc1)C1c2ccccc2C(=O)N1C1CC1 (centres undefined)	-0.6	0.5	0.8	-4	0	4	8	-4	34
Clc1ccc(/C=N/Nc2nnc(-c3ncc[nH]3)c3ccccc23)cc1	-10	-0.2	-0.3	-17	10	-5	28	-24	23
O=[N+]([O-])c1ccc(-c2ccc(/C=N/Nc3nc(N4CCCCC4)nc(N4CCCCC4)n3)o2)cc1	2.8	0.3	2.3	-59	-48	-83	11	-10	95*
Cc1ccc(-c2nn3c(C)nnc3c3ccccc23)cc1S(=O)(=O)NC(C)(C)CO	-7.6	0.3	-1.0	25	-23	0	27	6	-41
CCC(=O)c1ccc(OCC(O)CN2CC(C)OC(C)C2)cc1 (centres undefined)	-1.6	0.6	0.9	3	-1	1	20	-12	-9
CC(C)Cn1c(=O)c2ccccc2n2c(SCC(=O)N3c4ccccc4CC3C)nnc12 (centres undefined)	1.2	0.3	0.1	4	-5	-4	5	-4	98*
CCOC(=O)c1cccc(NC(=O)C2CCCN(S(=O)(=O)c3cnc[nH]3)C2)c1 (centres undefined)	2.0	-0.8	-0.6	-5	-14	2	14	-5	-21
Clc1ccccc1-c1ccc(CN2CCN(c3ccccc3)CC2)o1	1.1	1.3	-0.3	9	-4	0	27	-15	35
CCCCC1CCCC12NC(=O)NC2=O (centres undefined)	1.3	0.9	0.9	-8	-11	-1	-7	-14	-9
CCOC(=O)c1cn(CC(=O)Nc2ccc(OC)cc2OC)nn1	1.8	0.6	2.2	0	-8	-2	13	-2	16
O=C(C1c2ccccc2Oc2ccccc21)N1CCN(c2ccc(Cl)cc2)CC1	0.9	0.7	-0.4	0	7	-3	27	-18	-32
Cc1ccc(S(=O)(=O)n2cc(C=O)c3ccccc32)cc1	-2.6	0.3	-0.6	-11	-8	-1	-3	-17	27
Cc1ccccc1CSCCC(=O)NCCc1ccccc1	0.2	-0.7	-1.8	-3	3	-1	12	-9	-3
O=C(Nc1ccc(N2CCOCC2)cc1)c1ccncc1	-2.4	0.3	1.2	10	-10	4	16	17	20
N#CCSc1nc2ccccc2c(=O)n1-c1ccccc1	-0.9	0.2	-1.1	-9	-21	-2	13	-24	18
Cc1nc(C)c(-c2csc(Nc3cccnc3)n2)s1	-8.2	0.0	-0.2	-20	-3	2	6	-8	44
Cc1cc(Nc2ccc(Cl)cc2)nc(N)n1	-2.5	0.7	-0.5	1	-24	-1	6	-11	-3
CN1CCN(C(=O)c2cc(Oc3c(F)c(F)c(F)c(F)c3F)cc(C(=O)N3CCN(C)CC3)c2)CC1	0.0	0.1	1.7	4	4	0	11	-7	0
Cc1cc(=O)n2[nH]c(N3C(=O)CCC3=O)nc2n1	0.7	0.8	-0.8	-3	-2	3	9	30*	-13
O=C(NC(NC(=S)Nc1ccccc1C(=O)O)C(Cl)(Cl)Cl)c1cccc([N+](=O)[O-])c1 (centres undefined)	-1.2	0.4	-0.6	-3	11	-5	-2	-8	1
Cc1cnc2cc(Cl)ccc2c1SCC(=O)O	0.8	0.8	0.0	5	-2	2	-5	4	-9
O=C(CN(c1ccc(Br)cc1)S(=O)(=O)c1ccc(Cl)c([N+](=O)[O-])c1)NCCc1ccccc1	-0.4	-0.4	-0.3	-8	-4	0	11	x	32
COc1ccc(-c2csc3ncn(-c4ccccc4OC)c(=O)c23)cc1OC	-2.0	0.3	0.7	-3	-24	-2	-8	-5	53
COc1ccc(-n2c(SCC(=O)Nc3cccc4ccccc34)nc(O)cc2=O)cc1	-0.3	-0.4	1.7	-46	-16	-1	6	-10	-4
CCc1ccc(-c2nn(-c3ccccc3)cc2CSC(=N)N)cc1	-14	0.8	-1.1	51*	-6	8	40	-7	103*
CCCCn1c(-c2ccoc2C)n[nH]c1=S	-1.7	0.3	-1.1	-4	-14	22	-2	x	11
Cc1cc(NC(=O)CSc2nccn2-c2cccc(C)c2C)no1	-1.8	-0.5	0.0	4	-8	-1	16	-6	15
O=C(CCC(=O)c1ccccc1)Nc1cccnc1	2.7	1.2	0.4	-4	-24	14	9	-40	-7
CCN(CC)C(C)C(=O)Nc1c2c(cc3c1CCC3)CCC2 (centres undefined)	-0.2	0.5	-1.7	-1	1	1	4	-9	1
CCOc1[nH]n(-c2ccccc2)c(=O)c1C=NCc1cccnc1	-1.9	0.5	-0.7	1	-10	-6	8	4	-1
CC(=O)c1cn(CC(=O)Nc2cccc(C)c2C)c2ccccc12	-2.8	2.5	3.1	-3	-10	-2	27	-8	45
CCOC(=O)Nc1cc(=O)c2ccccc2o1	-7.6	0.2	-0.7	-2	-3	2	-11	-5	x
CCOc1ccc(/C=N/NC(=O)c2ccc(Cn3cc(Br)cn3)o2)cc1	0.8	0.6	0.5	-3	-20	1	19	9	-21
O=C1CN(C(=O)CSc2nc3cc(Cl)ccc3c(=O)n2Cc2ccccc2)c2ccccc2N1	6.5	-0.3	1.5	-40	-29	-1	7	-8	27
COc1ccc(CCNC(=O)CSc2ccc(-c3ccccc3)nn2)cc1	1.3	0.2	0.1	0	-12	0	27	-10	8
NC(=O)c1nnsc1Sc1c(C(N)=O)nnn1-c1cccc(N)c1	1.0	0.9	0.2	-7	-3	7	-1	-2	3
CCCOc1ccc(C(=O)c2nc3c(n2O)CCCC3)cc1	-0.3	0.7	1.2	-14	0	-2	-2	-15	29
O=c1c2c3c(sc2n2cnnc2n1Cc1ccccc1)CN(Cc1ccccc1)CC3	-2.8	0.3	-0.3	x	x	12	-6	x	x
COc1ccc(C2=NOC(C(=O)NC(C)(C)C)C2)cc1 (centres undefined)	0.0	0.1	0.7	-15	-14	0	6	9	8
COC(=O)c1ccc(CNC(=O)/C=C/c2cc([N+](=O)[O-])ccc2OC(F)F)cc1	-0.7	-0.1	-1.3	-8	-7	-4	16	-22	31
C=CCSc1nc(C)c(CC(=C)C)c(=O)[nH]1	-0.2	0.3	-1.2	0	4	0	6	-11	12
COc1ccc(N2CCC(CNC(=O)Nc3ccc(Cl)cc3)C2)cc1 (centres undefined)	1.8	7.5	14	-5	-2	5	-13	-11	34
Cc1ccccc1Cn1c2ccccc2c2cnn(CC(=O)NCc3ccco3)c(=O)c21	-1.5	0.0	0.9	-26	-12	-2	6	-4	90*
COCC(C)n1c(=O)sc2ccccc2c1=O (centres undefined)	0.5	0.4	0.7	6	-10	-1	15	0	5
COc1cc(CNCc2ccccn2)ccc1OCc1ccc(Cl)c(Cl)c1	5.3	1.7	-0.5	3	-1	2	6	-9	23
CCOC(=O)N1CCC(NC(=O)c2sc(-n3cccc3)nc2C)CC1	1.5	0.0	1.1	-11	-10	3	6	7	-12
NC(=O)C1CCN(CC(=O)N2c3ccccc3CCc3ccccc32)CC1	-1.4	0.7	1.2	-15	-10	-1	-20	x	-7
COC(=O)C1=C(C)N=C2SC(C)C(=O)N2C1c1cccs1 (centres undefined)	0.4	-0.2	-0.7	-15	-16	0	16	-11	-1
CCO[C@@H]1OC(C(=O)Nc2ccccc2)=C[C@H](c2ccc(C(F)(F)F)cc2)[C@H]1CCCO	8.4	2.5	3.3	-4	-10	-2	0	x	-9
CCOC(=O)C(C)Sc1cnccn1 (centres undefined)	1.5	0.3	1.2	2	5	-2	5	-10	10

5 successive compounds out of the list so far, for reference:
SMILES	TNF necrop inh	TRPML3 agonist	zfTRPN1 agonist	p47phox inh	EBV gp42 block	Runt-SMMHC FRET	PPC-1+TRAIL kill	MDM2 E3 inh	CHOP inh
CCOC(=O)N1CCC(NC(=O)c2sc(-n3cccc3)nc2C)CC1	1.5	0.0	1.1	-11	-10	3	6	7	-12
NC(=O)C1CCN(CC(=O)N2c3ccccc3CCc3ccccc32)CC1	-1.4	0.7	1.2	-15	-10	-1	-20	x	-7
COC(=O)C1=C(C)N=C2SC(C)C(=O)N2C1c1cccs1 (centres undefined)	0.4	-0.2	-0.7	-15	-16	0	16	-11	-1
CCO[C@@H]1OC(C(=O)Nc2ccccc2)=C[C@H](c2ccc(C(F)(F)F)cc2)[C@H]1CCCO	8.4	2.5	3.3	-4	-10	-2	0	x	-9
CCOC(=O)C(C)Sc1cnccn1 (centres undefined)	1.5	0.3	1.2	2	5	-2	5	-10	10

Carrying on:
SMILES	TNF necrop inh	TRPML3 agonist	zfTRPN1 agonist	p47phox inh	EBV gp42 block	Runt-SMMHC FRET	PPC-1+TRAIL kill	MDM2 E3 inh	CHOP inh
CCC(C)(C(=O)NC1CCCCC1)N(C(=O)C1CCC(=O)N1)c1ccc(C)cc1 (centres undefined)	-1.2	0.7	0.2	-3	-2	2	19	1	71*
O=[N+]([O-])c1cccc(C(=S)N2CCCC2)c1	-0.3	0.0	-0.1	-4	0	-6	14	-6	6
Nc1cc(Cl)ccc1N1CCOCC1	1.3	0.5	-0.2	-11	-2	0	13	-19	-4
CC(NC(=O)COc1ccc(-c2nnco2)cc1)c1ccc(Cl)cc1Cl (centres undefined)	-1.9	0.6	0.8	-10	-39	-1	-7	-16	11
